# High-throughput results deposited in PubChem by several laboratories.
# ABCB6 inh 2 = inhibitors of human ABC transporter ABCB6. Q9NP58. K562-ABCB6 porphyrin accumulation, flow cytometry, 1 h; active compounds read low. fluorescence ratio to DMSO, % at 10 µM. 360,000 compounds, 0.19% hits. AID 602162;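 active = fluorescence ratio to DMSO below 75%, the collection mean minus 3 SD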;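 also: signal is porphyrin accumulated inside mitochondria; 100% equals median channel fluorescence of DMSO control wells; lower ratio means ABCB6 inhibition with less porphyrin fluorescence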
# N-glyco inh = N-linked glycosylation inhibition | D54 ERlucT glycosylation luciferase reporter, 24 h; percent of 100 nM tunicamycin response | reporter increase, % at 12.5 µM | 360,000 compounds, 0.23% hits | AID 588692;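 active = mean luciferase reporter signal, scaled so untreated is 0 and the glycosylation-blocking control 100, at or above a set limit in every replicate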;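 also: luciferase carries N-glycosylation sites so blocking glycosylation raises the light; 0% = median of neutral control wells and 100% = median of 100 nM tunicamycin wells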
# H9c2 protect = myocardial damage modulation in H9c2 cells. H9c2 cardiomyocytes, H2O2 injury protection, ATPLite, 2 h. protection from H2O2 cell death, % at 20 µM. 360,000 compounds, 0.63% hits;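 active = compounds giving at least 50% protection of heart cells from peroxide-induced death in the single-dose screen, raw or plate-pattern-corrected value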;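 also: 0% = DMSO wells with peroxide and 100% = DMSO wells without peroxide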
# MC4R antag cAMP = blocks human MC4R cAMP signaling; P32245; MC4R-expressing cells, MTII-stimulated cAMP, LANCE TR-FRET; inhibition, % at 6.5 µM; 360,000 compounds, 0.48% hits;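 active = inhibition above its plate's cutoff, the mean of tested wells on that plate plus 3 SD, cut at about 29% in these data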;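 also: 0% = Melanotan II alone and 100% = Melanotan II plus saturating MCL0020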
# Target sequence (P32245 whole entry, looked up): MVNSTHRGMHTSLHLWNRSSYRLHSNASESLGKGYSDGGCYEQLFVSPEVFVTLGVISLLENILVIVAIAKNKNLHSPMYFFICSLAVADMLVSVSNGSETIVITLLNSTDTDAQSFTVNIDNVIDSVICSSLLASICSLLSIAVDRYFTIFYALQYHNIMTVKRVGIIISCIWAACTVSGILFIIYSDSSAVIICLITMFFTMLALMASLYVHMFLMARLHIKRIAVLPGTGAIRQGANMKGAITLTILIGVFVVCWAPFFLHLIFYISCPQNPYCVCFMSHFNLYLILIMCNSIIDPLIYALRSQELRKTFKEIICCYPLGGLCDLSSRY
#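 System: U2OS-MC4R stable cell line; Technique: Eu-cAMP/anti-cAMP TR-FRET, emission 671 nm; Repeats: single well per compound; Also added: Melanotan II; Dosing: one concentration, 6.5 µM nominal; Schedule: 30-min compound, 1-h challenge, 1-h detection, room temperature.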
# CaV13 ICDI inh = Disruptors of the CACNA1D IQ motif to Ca2+-dependent inactivation inhibitor domain association, primary screening, Förster resonance energy transfer in intact living …; HEK cells, CFP/YFP FRET ICDI-IQ, plate reader, 10 min; percent FRET-ratio fall versus neutral wells; inhibition, % at 12.3 µM; 340,000 compounds, 0.098% hits;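 active = mean replicate inhibition of at least 30% and at least 1% of replicates passing that level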;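 also: 0% = median of the neutral control wells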
# m5-HT2A agonist = mouse HTR2A agonism via beta-arrestin recruitment; CHO-K1 mHTR2A beta-arrestin complementation, luminescence; percent of 30 µM serotonin response; 360,000 compounds, 0.66% hits; AID 624169; activation, % at 7.6 µM;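 active = activation above a run cutoff, the mean activation of all tested compounds plus 3 SD, cut at about 14% in these data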;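 also: 0% = plate median of compound wells and 100% = 30 µM serotonin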
# Target sequence (P35363 whole entry, looked up): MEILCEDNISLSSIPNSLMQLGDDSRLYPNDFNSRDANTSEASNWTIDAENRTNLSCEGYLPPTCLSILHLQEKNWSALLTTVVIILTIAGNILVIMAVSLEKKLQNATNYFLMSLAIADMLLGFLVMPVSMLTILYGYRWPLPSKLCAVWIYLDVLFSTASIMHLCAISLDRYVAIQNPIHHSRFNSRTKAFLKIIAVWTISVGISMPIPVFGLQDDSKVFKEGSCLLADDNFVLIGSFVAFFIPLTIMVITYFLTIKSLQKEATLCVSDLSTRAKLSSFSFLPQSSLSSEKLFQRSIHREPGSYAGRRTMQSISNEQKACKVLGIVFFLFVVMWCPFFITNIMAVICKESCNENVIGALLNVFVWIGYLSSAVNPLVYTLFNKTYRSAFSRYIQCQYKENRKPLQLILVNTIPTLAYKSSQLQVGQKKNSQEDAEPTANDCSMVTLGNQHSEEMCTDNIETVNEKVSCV
# Exocytosis inh = lytic granule exocytosis inhibition | TALL-104 LAMP-1 surface exposure, flow cytometry; cells stimulated with thapsigargin and PMA | inhibition, % at 10 µM | 360,000 compounds, 0.66% hits | AID 651702;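 active = inhibition above about 55%, limit read from the data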
# PDI turbidity = blocks human protein disulfide isomerase activity. P07237. PDI insulin aggregation turbidity, A650, 90 min. inhibition, % at 10 µM. 350,000 compounds, 0.052% hits. AID 588391;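 active = mean inhibition across replicates of 30% or more, whatever share of single replicates reach that level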;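 also: absorbance from insulin aggregation driven by PDI reduction with DTT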
# MC4R ag barr = activates human MC4R beta-arrestin recruitment | 360,000 compounds, 0.98% hits | activation, % at 8.9 µM | U2OS MC4R beta-arrestin complementation, luminescence; percent of melanotan II response, DMSO zero;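 active = activation above a per-plate cutoff, the mean activation of sample wells on that plate plus 3 SD, cut at about 8% in these data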
# ABHD5 PLIN5 PPI = inhibitors of human ABHD5-perilipin-5 interaction | 360,000 compounds, 0.78% hits | Split G. princeps luciferase complementation, luminescence, 4 h | Q00G26+Q8WTS1 | inhibition, % at 4 µM;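 active = inhibition above the mean inhibition across every tested compound plus 3 SD, cut at about 22% in these data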;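 also: 0% = DMSO only wells and the 100% control is not disclosed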
# The depositor's hits bear a star; i = inactive; nt = no result given.
SMILES,ABCB6 inh 2,N-glyco inh,H9c2 protect,MC4R antag cAMP,CaV13 ICDI inh,m5-HT2A agonist,Exocytosis inh,PDI turbidity,MC4R ag barr,ABHD5 PLIN5 PPI
CN(c1cc2c(c3c1ccn3C)C1CCC2C1)C1CCCCC1 (centres undefined),99,-1,-8,nt,-10,-1,4,nt,nt,-31
O=C1c2ccccc2C(=O)N1CC(O)Cn1nnc2ccccc21 (centres undefined),97,3,-1,11,-4,-3,0,7,-2.0,2
CCOc1ccc(Cn2c(O)cc(=O)[nH]c2=O)cc1,92,1,-13,0,nt,-1,-3,5,-2.1,-24
COc1ccc(C(=O)Nc2nnc(Cc3ccccc3)s2)c(OC)c1,102,1,-3,-10,-7,6,-2,-1,15*,-2
O=C1CCCS(=O)(=O)c2ccccc21,98,-1,-2,-5,4,4,-4,1,-1.0,-3
O=C(Nc1ccc(N2CCN(C(=O)c3ccc(Cl)cc3)CC2)cc1)c1cc2ccccc2o1,85,-6,-4,10,-7,-4,6,4,1.0,-5
Cc1ccc(C)c(S(=O)(=O)C(C#N)c2nc3ccccc3nc2N2CC(C)OC(C)C2)c1 (centres undefined),99,1,-14,10,-4,0,0,0,-0.2,-3
CCNC(=S)Nc1ccc(S(=O)(=O)Nc2cc(C)nc(C)n2)cc1,100,2,-2,0,-1,-2,-3,0,-2.1,-6
CC(=O)c1cccc(NC(=O)NCc2ccco2)c1,95,1,-1,3,-8,-3,2,1,-2.9,2
COc1ccc(C(C)=O)cc1COC(=O)CCCN1C(=O)c2ccccc2C1=O,93,0,19,4,1,5,-1,1,0.2,4
Cc1cc2oc(=O)cc(CN3CCCCCCC3)c2cc1Cl,95,-2,0,nt,-9,-2,-2,nt,nt,-4
O=C(CC[C@H]1O[C@@H](n2cnc3c(NC(=O)c4ccccc4)ncnc32)[C@H](O)[C@@H]1O)NCc1nc2ccccc2[nH]1,103,3,3,nt,-5,-2,0,nt,nt,7
O=C(COC(=O)/C=C/c1ccccc1)NCc1ccc2c(c1)OCO2,90,1,-3,-4,-5,4,0,10,2.2,-7
COc1ccc(-c2noc(-c3ccccc3-c3ccccc3)n2)cc1,96,-2,0,1,-9,-1,-2,7,-1.3,-6
COCCOc1cc(Nc2nnc(C(F)(F)F)s2)c(Cl)cc1Cl,89,-2,-19,6,nt,6,1,-9,3.4,-8
CCCn1nc2cc(C(=O)NCCCCc3ccccc3)ccc2c1OCC,94,4,0,-8,-10,-4,87*,4,0.0,-3
Cc1cc(C)c(S(=O)(=O)NCC23C=CC(O2)C2C(=O)N(c4ccccc4)C(=O)C23)c(C)c1 (centres undefined),95,-2,0,1,-8,-4,77*,-5,-2.6,11
Cc1ccc(NC(=O)N2Cc3ccccc3CC2C(=O)NC(C)(C)C)cc1 (centres undefined),99,0,6,4,nt,-1,-1,-18,-1.5,-8
O=C(Nc1cccc(F)c1)c1ccco1,98,0,-5,3,3,4,-7,4,-1.2,-1
COc1cc([N+](=O)[O-])ccc1NC(=O)/C=C\C(=O)O,98,0,6,-2,-4,22*,4,0,-2.4,-2
Cc1c([C@@H]2C[C@H]3CN(Cc4cccc(Cl)c4)C(=O)[C@]34CCCN24)cnn1C,98,-2,11,15,-5,2,78*,4,-1.3,4
CC(C)(C)c1cc(NC(=O)CCSc2nnc3ccccn23)cc(C(C)(C)C)c1,95,-3,-10,-1,-3,-1,7,3,3.8,0
O=C(Nc1ccc(Cl)cc1)Nc1nnc(/C=C/c2ccccc2)s1,96,-7,-28,-7,-2,5,71*,-2,3.9,3
Clc1cccc(Cl)c1OCCOCCNCc1ccccc1,99,4,-5,9,-2,-4,37,-1,1.3,-1

# With a hit mark in MC4R ag barr (from the list above):
structure | ABCB6 inh 2 | N-glyco inh | MC4R antag cAMP | CaV13 ICDI inh | m5-HT2A agonist | Exocytosis inh | PDI turbidity | MC4R ag barr | ABHD5 PLIN5 PPI
COc1ccc(C(=O)Nc2nnc(Cc3ccccc3)s2)c(OC)c1 | 102 | 1 | -10 | -7 | 6 | -2 | -1 | 15* | -2

# More results:
SMILES,ABCB6 inh 2,N-glyco inh,H9c2 protect,MC4R antag cAMP,CaV13 ICDI inh,m5-HT2A agonist,Exocytosis inh,PDI turbidity,MC4R ag barr,ABHD5 PLIN5 PPI
COc1ccc(CCNC(=O)c2cccc(S(=O)(=O)N3CCCCC3)c2)cc1,89,0,-11,5,1,2,0,-5,0.9,3
CCn1nc(NS(=O)(=O)c2ccccc2[N+](=O)[O-])c2cc3cccc(C)c3nc21,101,0,-9,7,-4,-3,-4,-2,-2.8,-4
COCC(=O)N(Cc1cc2cc(OC)ccc2[nH]c1=O)c1ccccc1OC,114,0,9,7,nt,-2,5,12,0.3,-12
COc1ccc([C@@H]2[C@@H](C)N(c3ccccc3)c3ccccc3C(=O)N2Cc2ccccc2)cc1,95,-3,-16,14,-5,-7,-2,6,-1.8,-7
Cc1cc(NCCCn2ccnc2)n2nc(-c3ccc(F)cc3)cc2n1,100,-2,-12,-5,-10,0,0,-1,-1.8,5
O=C(Nc1ncnc2c1C(c1ccccc1)c1c(ccc3ccccc13)O2)c1ccccc1 (centres undefined),97,7,14,8,-3,-1,-8,17,0.0,-8
O=C1N(Cc2cccc(Cl)c2)C[C@@H]2C[C@@H](c3cccn3-c3cccnc3)N3CCC[C@@]123,94,-4,-1,-6,-6,0,11,2,-3.0,4
C[C@@H]1CN([C@H](C)CO)C(=O)CCCn2cc(nn2)CO[C@H]1CN(C)C(=O)Nc1ccc(-c2cccs2)cc1,101,3,1,18,-2,4,1,-3,1.9,-12
Cn1c(O)c(N=NC(=O)c2ccccc2O)c2ccccc21,91,-5,-14,-26,-5,-2,-1,-6,-0.8,4
NC(=O)C(CCc1nc2ccccc2[nH]1)NS(=O)(=O)c1ccccc1 (centres undefined),102,0,2,9,-5,3,-1,-6,0.4,1
O=C(COC(=O)C1CC2C=CC1C2)Nc1c(Br)cc([N+](=O)[O-])cc1Br (centres undefined),100,3,-3,4,-5,4,12,-2,-0.5,0
COc1ccccc1-n1c(O)c(C=NCc2ccccn2)c2ccccc2c1=O,98,-1,-3,-2,-1,0,-4,-1,-2.2,0
CCCCC1Cc2[nH]c(=S)[nH]c(=O)c2C(c2ccc(Cl)cc2)O1 (centres undefined),102,2,-6,nt,-12,1,2,nt,nt,-4
O=C(Cc1ccc([N+](=O)[O-])cc1)N1CCCc2ccccc21,108,3,-1,3,-3,-2,1,6,-3.1,1
CCOC(=O)c1cnc(SCC(=O)Nc2cccc(OC)c2)nc1N,95,-3,-16,5,-6,3,4,7,-2.0,2
CC1CCN(C(=S)c2cn(Cc3cccc(F)c3)c3ccccc23)CC1,105,-2,-19,7,-5,-2,-2,2,0.0,-2
CC(C)CC1NC(=O)N(CC(=O)N2CCN(S(=O)(=O)c3ccccc3)CC2)C1=O (centres undefined),107,2,5,0,-6,-4,-2,-13,-1.7,-8
Cc1cccc(C)c1N1C(=O)CC(Sc2ccccc2N)C1=O (centres undefined),99,1,-2,0,-6,1,-1,-5,0.9,-3
O=C(COC(=O)c1ccccc1)NCCC1=CCCCC1,100,1,1,3,-7,-1,0,-6,-1.3,-7
COc1ccc(C(=O)O)c(OC)n1,103,2,8,18,-3,0,0,1,-1.2,-3
COc1ccc(-c2ccc(CN3C(CC(C)C)C(=O)N(Cc4cn(Cc5ccco5)nn4)CCS3(=O)=O)cc2)cc1 (centres undefined),98,-4,-18,9,-17,6,8,8,-0.9,9
Cc1cc2c3c(c1)C1(C(=O)N3C(C)(C)CC2C)C(C#N)=C(N)Oc2cc(O)ccc21 (centres undefined),168,-3,-12,15,-9,-1,0,17,-0.3,-1
Cc1ccccc1-c1nc(CN2CCC(C(=O)NCCC3=CCCCC3)CC2)c(C)o1,106,1,-13,4,-3,-3,-2,8,4.3,-11
NC(=S)Nn1c(CCC(=O)O)ccc1-c1ccccc1,100,0,6,-2,nt,6,-2,3,1.1,16
COC(=O)C1=CN(c2ccc(N3CCOCC3)cc2)C(N)=C(C#N)C1c1cccc(F)c1 (centres undefined),nt,nt,nt,nt,-7,-3,-2,nt,nt,5
O=S1(=O)CCOCCN1Cc1ccccc1,98,0,1,1,-9,2,0,0,1.9,0
CCN(CC)c1ccc(/C=C2\CCC(/C=C(\C#N)C(=O)Nc3ccccc3F)=C2N2CCOCC2)cc1,i,-1,-15,-6,-3,0,0,-11,-3.7,5
O=c1ccc2ccccc2c2ccccc12,88,0,-11,nt,-9,-1,14,nt,nt,87*
CC1CCc2c(sc3ncnc(NS(=O)(=O)c4cccs4)c23)C1 (centres undefined),99,2,1,16,-3,-2,-3,-5,2.1,-6
OCC[C@@H]1C[C@@H](O)[C@H](O)[C@]2(OCCc3ccccc32)O1,99,-1,2,-6,-5,-5,-3,-5,-0.4,-6
CC(C)C1C(=O)N(Cc2cn(CCC3OCCO3)nn2)CCS(=O)(=O)N1Cc1ccc(-c2ccc(Cl)c(Cl)c2)cc1 (centres undefined),98,0,-34,1,-2,0,45,-4,0.4,5
COc1cc(C)ccc1S(=O)(=O)NC(=O)C1(C)CCN1C(=O)COc1ccc(Cl)cc1 (centres undefined),92,2,5,1,-6,5,-4,9,-1.2,4
CCOC(=O)C(=CNc1ccc(OC)cc1[N+](=O)[O-])C(=O)OCC,96,2,9,-10,-2,-1,1,5,0.2,6
CCOc1cc(N2CCOCC2)c(OCC)cc1NC(=O)c1[nH]c(C)c(C(C)=O)c1C,96,29*,22,13,-6,9,-10,1,-1.1,-5
Clc1ccc(N/N=C/c2cccnc2)cc1,90,2,-7,3,-15,-1,-4,7,-0.1,3
S=c1[nH]cnc2sc(-c3ccccc3)cc12,100,0,9,21,8,1,-1,-1,-2.1,0
CCOC(=O)c1ccc2c(c1)N(CC(=O)N1CCCC1)C(=O)C(C)(C)O2,93,3,2,8,nt,1,-1,3,0.3,-7
COc1ccc(CN2CCN(C(=O)C3CCC(CNS(=O)(=O)c4ccccc4)CC3)CC2)c(OC)c1OC (centres undefined),96,-2,-18,3,-7,2,-2,5,-0.6,1
COc1cccc(C(=O)NCCS(=O)(=O)N2CCC3(CC2)OCCO3)c1,103,3,6,-5,-6,-4,0,4,-3.3,-4
CCOC(=O)CNC(=O)C12CC3CC(C1)CC(c1ccc(C)cc1)(C3)C2,95,-2,0,5,-5,0,0,22,-2.9,-3
COc1ccc([C@@H]2CC=C(C(=O)O)[C@H](c3ccc(F)cc3)N2S(=O)(=O)c2ccc(C)cc2)cc1OC,99,-1,-2,4,-10,12,30,4,0.6,-12

# Sorted by value in MC4R antag cAMP (smallest number first): four of the compounds above.
structure	MC4R antag cAMP
COc1ccc(CN2CCN(C(=O)C3CCC(CNS(=O)(=O)c4ccccc4)CC3)CC2)c(OC)c1OC (centres undefined)	3
COc1ccc([C@@H]2CC=C(C(=O)O)[C@H](c3ccc(F)cc3)N2S(=O)(=O)c2ccc(C)cc2)cc1OC	4
CCOC(=O)CNC(=O)C12CC3CC(C1)CC(c1ccc(C)cc1)(C3)C2	5
CCOC(=O)c1ccc2c(c1)N(CC(=O)N1CCCC1)C(=O)C(C)(C)O2	8
